# Cardio protect = cardioprotection against H2O2-induced cell death, primary screen, uHTS, H9c2 cells, ATPLite luminescence | H9c2 cardiomyocytes, H2O2 injury protection, 2 h | protection from H2O2 cell death, % at 20 µM | 0.63% of 360,000 active | AID 588492, 2011;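 active = compounds giving at least 50% protection of heart cells from peroxide-induced death in the single-dose screen, raw or plate-pattern-corrected value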;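 also: 0% = DMSO wells with peroxide and 100% = DMSO wells without peroxide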
# CaV13 FRET inh = Disruptors of the CACNA1D IQ motif to Ca2+-dependent inactivation inhibitor domain association, primary screening, Förster resonance energy transfer in intact living …; HEK cells, CFP/YFP FRET ICDI-IQ, plate reader, 10 min; percent FRET-ratio fall versus neutral wells; inhibition, % at 12.3 µM; 0.098% of 340,000 active;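 active = mean replicate inhibition of at least 30% and at least 1% of replicates passing that level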;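 also: 0% = median of the neutral control wells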
# MC4R ag barr = MC4R agonists recruiting beta-arrestin, primary screen, cell-based, luminescence, agonist arm of biased-ligand search | 0.98% of 360,000 active | Melanocortin receptor 4 (Homo sapiens), P32245 | AID 540308, 2011 | U2OS MC4R beta-arrestin complementation; percent of melanotan II response, DMSO zero | activation, % at 8.9 µM;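 active = activation above a per-plate cutoff, the mean activation of sample wells on that plate plus 3 SD, cut at about 8% in these data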
# Target sequence (P32245 whole entry, looked up): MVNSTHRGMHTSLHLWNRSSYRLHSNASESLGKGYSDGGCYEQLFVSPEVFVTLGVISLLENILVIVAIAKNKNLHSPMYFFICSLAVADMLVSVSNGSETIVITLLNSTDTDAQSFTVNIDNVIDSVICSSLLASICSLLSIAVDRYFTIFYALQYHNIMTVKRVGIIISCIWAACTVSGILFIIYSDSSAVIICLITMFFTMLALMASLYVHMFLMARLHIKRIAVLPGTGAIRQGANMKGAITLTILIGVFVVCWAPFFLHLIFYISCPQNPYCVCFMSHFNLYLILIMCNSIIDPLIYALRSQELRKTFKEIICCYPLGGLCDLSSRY
# HTR2A ag = mouse Htr2a agonists via beta-arrestin recruitment, primary screen, cell-based, luminescence. 0.66% of 360,000 active. AID 624169, 2012. CHO-K1 mHTR2A beta-arrestin complementation; percent of 30 µM serotonin response. activation, % at 7.6 µM. 5-hydroxytryptamine receptor 2A (Mus musculus), P35363;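 active = activation above a run cutoff, the mean activation of all tested compounds plus 3 SD, cut at about 14% in these data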;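 also: 0% = plate median of compound wells and 100% = 30 µM serotonin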
# Granule exo inh = LAMP-1 surface exposure blockers, TALL-104 cells – cell-based, flow cytometry, MLPCN library, primary screen. TALL-104 LAMP-1 surface exposure; cells stimulated with thapsigargin and PMA. inhibition, % at 10 µM. 0.66% of 360,000 active. AID 651702, 2012;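 active = inhibition above about 55%, limit read from the data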
# N-glyco inh = increase of ERlucT glycosylation luciferase signal, primary screen, N-linked glycosylation inhibitor project, D54 ERlucT cells, luminescence, set 2; reporter increase, % at 12.5 µM; D54 ERlucT glycosylation luciferase reporter, 24 h; percent of 100 nM tunicamycin response; 0.23% of 360,000 active; AID 588692, 2011;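 active = mean luciferase reporter signal, scaled so untreated is 0 and the glycosylation-blocking control 100, at or above a set limit in every replicate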;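 also: luciferase carries N-glycosylation sites so blocking glycosylation raises the light; 0% = median of neutral control wells and 100% = median of 100 nM tunicamycin wells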
# ABHD5 PLIN5 PPI = ABHD5-PLIN5 interaction inhibitors, primary screen, cell lysate, split luciferase complementation, luminescence | Split G. princeps luciferase complementation, 4 h | inhibition, % at 4 µM | 0.78% of 360,000 active | AID 602281, 2012;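 active = inhibition above the mean inhibition across every tested compound plus 3 SD, cut at about 22% in these data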;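 also: 0% = DMSO only wells and the 100% control is not disclosed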
# ABCB6 inh MLPCN = ABCB6 transporter inhibitors, primary screen, K562-ABCB6 cells, flow cytometry, MLPCN library. AID 602162, 2011. ATP-binding cassette sub-family B member 6 (Homo sapiens), Q9NP58. K562-ABCB6 porphyrin accumulation, 1 h; stronger effect = lower value. 0.19% of 360,000 active. fluorescence ratio to DMSO, % at 10 µM;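 active = fluorescence ratio to DMSO below 75%, the collection mean minus 3 SD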;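 also: signal is porphyrin accumulated inside mitochondria; 100% equals median channel fluorescence of DMSO control wells; lower ratio means ABCB6 inhibition with less porphyrin fluorescence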
# MC4R antag cAMP = MC4R antagonists of cAMP signaling, primary screen, cell-based, TR-FRET, antagonist arm of biased-ligand search. Melanocortin receptor 4 (Homo sapiens), P32245. MC4R-expressing cells, MTII-stimulated cAMP, LANCE TR-FRET. inhibition, % at 6.5 µM. 0.48% of 360,000 active;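 active = inhibition above its plate's cutoff, the mean of tested wells on that plate plus 3 SD, cut at about 29% in these data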;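 also: 0% = Melanotan II alone and 100% = Melanotan II plus saturating MCL0020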
#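 system = U2OS cells with stable human MC4R expression | also added = Melanotan II challenge after compound preincubation | dosing = one concentration, 6.5 µM nominal | incubation = compound 30 min, challenge 1 h, detection 1 h | measured by = TR-FRET with Eu-cAMP and labeled anti-cAMP, 671 nm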
# PDI inh = inhibitors of human PDI, primary screen, biochemical, turbidity, single point, plate reader | AID 588391, 2011 | PDI insulin aggregation turbidity, A650, 90 min | 0.052% of 350,000 active | inhibition, % at 10 µM | Protein disulfide-isomerase (Homo sapiens), P07237;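 active = mean inhibition across replicates of 30% or more, whatever share of single replicates reach that level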;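 also: absorbance from insulin aggregation driven by PDI reduction with DTT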
# Target sequence (P07237 whole entry, looked up): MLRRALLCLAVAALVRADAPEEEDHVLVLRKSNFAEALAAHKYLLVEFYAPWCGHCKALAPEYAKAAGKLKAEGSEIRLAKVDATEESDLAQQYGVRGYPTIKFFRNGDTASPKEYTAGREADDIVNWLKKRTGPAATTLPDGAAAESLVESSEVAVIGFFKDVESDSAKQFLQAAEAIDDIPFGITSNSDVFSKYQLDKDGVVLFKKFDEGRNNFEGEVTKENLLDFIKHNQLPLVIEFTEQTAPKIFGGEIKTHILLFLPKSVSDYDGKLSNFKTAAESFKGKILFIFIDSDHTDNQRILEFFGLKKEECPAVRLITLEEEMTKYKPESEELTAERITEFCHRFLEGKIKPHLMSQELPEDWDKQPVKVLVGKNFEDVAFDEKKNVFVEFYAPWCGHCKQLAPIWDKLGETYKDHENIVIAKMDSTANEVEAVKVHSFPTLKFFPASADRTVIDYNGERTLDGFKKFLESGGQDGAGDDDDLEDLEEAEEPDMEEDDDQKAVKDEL
# * marks the source's active call; other numbers are inactive results; · = not tested or not shown.
# Every second line gives: Cardio protect	CaV13 FRET inh	MC4R ag barr	HTR2A ag	Granule exo inh	N-glyco inh	ABHD5 PLIN5 PPI	ABCB6 inh MLPCN	MC4R antag cAMP	PDI inh
> CCOC(=O)C(NC(=O)c1ccccc1OCC)(Nc1ncccn1)C(F)(F)F (stereo unspecified)
  3.6	-6.1	1.3	-1.7	0.0	-3.4	10.3	118.0	-6.8	7.9
> O=C(CNC(=O)c1ccc(OC(F)F)cc1)NCc1ccccn1
  -0.6	-15.6	0.1	-1.0	-1.6	-0.1	-5.5	94.0	0.1	0.8
> CC1(C)NC(=O)N(CC(O)COc2ccc(-c3ccc(C#N)cc3)cc2)C1=O (stereo unspecified)
  15.3	-5.1	1.8	-9.4	-0.2	-0.5	1.5	99.0	7.7	-2.7
> O=C(NC1CCSc2ccccc21)c1cccc([N+](=O)[O-])c1 (stereo unspecified)
  -0.3	-5.9	1.3	-2.8	12.6	-1.7	5.8	91.0	-0.4	12.1
> CCOc1ccc(-n2c(SCC(=O)Nc3cc(C)on3)nc3c([nH]c4ccccc43)c2=O)cc1
  -7.3	-5.7	0.9	-1.2	-1.8	-0.8	-2.6	103.0	7.8	-16.6
> CC(Sc1nnc(C2CC2)n1C1CC1)C(=O)c1ccc(F)cc1 (stereo unspecified)
  -4.7	-1.4	-0.8	-2.4	0.2	-3.1	1.4	98.0	-4.7	3.2
> CCC(=O)N1N=C(c2ccc(NS(=O)(=O)c3ccccc3)cc2)CC1c1ccco1 (stereo unspecified)
  7.1	-14.7	-1.2	1.3	0.2	-0.4	-6.8	94.0	7.2	1.9
> CC1(C(=O)NCCOc2ccccc2Cl)CC1(Cl)Cl (stereo unspecified)
  -5.2	-4.3	1.8	0.5	-6.8	-2.7	-0.7	101.0	11.4	-0.5
> COC(=O)[C@@]12C[C@@H](CC(=O)NCCCN3CCCC3=O)C(=O)N(Cc3ccc4c(c3)OCO4)C1=CCC(C)(C)C2
  ·	-9.8	·	-1.0	-16.7	·	-1.7	·	·	·
> CCN1CCN(C(=O)c2cnn3c(C(F)F)cc(-c4ccc(C)cc4)nc23)CC1
  -0.7	-4.2	-1.9	-4.2	-0.3	4.8	0.5	91.0	4.7	9.2
> Cc1ccc2cc(CN(CCN3CCCC3)C(=O)Nc3ccccc3)c(=O)[nH]c2c1C
  3.8	-5.4	0.8	0.3	-2.6	-1.4	6.8	104.0	1.7	-10.2
> CC(NC(=O)Cn1cnnn1)C12CC3CC(CC(C3)C1)C2 (stereo unspecified)
  0.5	-3.2	-0.4	0.9	-2.2	-0.5	-0.5	100.0	10.2	-5.9
> Cc1ccccc1C(=O)NC(C)C1CC2CCC1C2 (stereo unspecified)
  3.6	-3.4	-2.4	8.5	-0.9	-1.2	-6.0	93.0	4.5	14.1
> Cc1cc(C(=O)N/N=C/c2cc([N+](=O)[O-])ccc2O)c2ccccc2n1
  56.1*	-10.2	-2.1	-7.4	-3.6	1.4	-3.2	99.0	-0.7	0.6
> O=C(Cc1cccc(NC(=O)C2CCN(C(=O)c3ccccc3)CC2)c1)Nc1cccc(C(=O)N2CCOCC2)c1
  -0.1	-4.5	1.3	-0.8	4.1	-0.7	-1.5	100.0	-1.8	-3.5
> COc1ccccc1/C=C/C(=O)c1cc(Br)ccc1OC(=O)c1ccco1
  -3.8	-3.2	-2.7	-2.9	-1.5	9.4	65.8*	98.0	-0.3	3.1
> CCN(CC(=O)NC(C)C)C(=O)[C@@H](NC(=O)c1ccco1)C(C)C
  6.1	-4.6	2.1	5.9	0.8	-1.3	6.1	84.0	-4.2	1.4
> Cc1occc1C(=O)N/N=C/c1ccc(OCc2ccccc2)cc1
  -9.1	-4.9	0.7	-5.4	-1.7	-0.7	-7.9	104.0	3.3	-1.7
> COc1ccc([N+](=O)[O-])cc1NC(=O)Cc1c(Cl)cccc1Cl
  -3.0	-3.2	-0.7	-5.5	-1.6	-0.6	-0.5	101.0	9.3	1.1
> CC(CC(=O)c1ccccc1)=NCC(O)CN=C(C)CC(=O)c1ccccc1 (stereo unspecified)
  -0.1	-13.2	-0.9	-4.7	-0.2	0.6	5.4	92.0	1.5	3.7
> CCN(CC(=O)NCc1ccc(Cl)cc1)C(=O)c1cccc(S(=O)(=O)Nc2ccc(OC)cc2)c1
  3.5	-5.3	-3.6	0.3	-4.8	-3.3	-4.0	95.0	-2.4	-4.5
> N#CC1=C2N=C(N)c3ccccc3N2C2=C(C(=O)CCC2)C1c1cccc(Cl)c1 (stereo unspecified)
  11.2	-5.8	-0.3	2.4	0.1	5.1	1.7	110.0	4.4	·
> N#Cc1c(NC(=O)CSc2nnnn2C2CCCCC2)sc2c1CCCC2
  -16.9	·	-1.4	4.1	3.4	0.0	9.2	94.0	23.7	-6.3
> O=C(CC1C(=O)NCCN1Cc1c(F)cccc1Cl)NCCCn1ccnc1 (stereo unspecified)
  11.9	2.4	-0.7	-5.3	-1.2	1.9	0.2	103.0	20.9	2.2
> OCCCn1c(C2CCCN2c2nc(-c3ccc(F)cc3)cs2)nc2cc(Cl)c(N3CCCCC3)cc21 (stereo unspecified)
  9.6	-5.1	-2.0	1.9	5.9	-2.2	1.3	104.0	22.2	2.3
> CCCC(C(=O)NC(C)(C)C)N(Cc1ccccc1)C(=O)c1snc(C(N)=O)c1N (stereo unspecified)
  4.6	-10.4	-0.9	-3.5	-0.1	-1.8	-14.1	100.0	1.7	-2.6
> O=C(C(O)c1ccccc1)N1CCN(S(=O)(=O)c2ccc(F)c(F)c2)CC1 (stereo unspecified)
  ·	-15.0	·	4.1	-1.1	·	0.4	·	·	·
> CSCC[C@H](NC(=O)OC(C)(C)C)C(=O)N/N=C/c1cc2ccc(C)cc2nc1Cl
  -4.1	-5.7	-0.5	-2.8	-2.2	-1.9	3.7	97.0	6.0	1.8
> COc1ccc(C(=O)C2CCCN(Cc3ccc4nonc4c3)C2)cc1F (stereo unspecified)
  -3.2	3.4	0.2	-2.2	0.1	0.3	-0.1	91.0	6.4	-7.8
> CC(C)OP(=O)(c1ccccc1)c1ccccc1
  6.5	-4.4	-0.7	-0.2	-2.0	1.5	4.9	100.0	3.0	-2.9
> COc1ccccc1NC(=O)Nc1ccccc1C(=O)NCCCN1CCOCC1
  6.4	-4.7	0.3	1.8	-2.6	0.2	-9.6	102.0	-2.7	-1.1
> O=C(NN1C(=O)C2C3c4ccccc4C(c4ccccc43)[C@@H]2C1=O)c1ccccc1 (stereo partly specified)
  -3.8	-2.3	0.1	4.0	-3.8	1.9	-1.9	102.0	3.3	-3.0
> Cc1nn(-c2ccc(Cl)c(Cl)c2)c(=O)c2ccccc12
  -12.2	·	-0.8	3.2	3.0	-1.6	-6.5	97.0	-1.7	2.9
> O=C(c1ccccc1)c1ccc(OCCCN2CCCC2)cc1
  3.3	-5.8	-0.7	5.0	-8.2	-2.9	1.3	105.0	-0.2	-6.9
> CCOC(CNC(=O)C1CCN(S(=O)(=O)c2ccc3nc4c(c(C(=O)O)c3c2)CCCCC4)CC1)OCC
  0.1	-7.0	-1.8	0.1	-3.9	1.6	7.4	109.0	3.2	0.6
> O=C(O)c1ccccc1NC(=O)C(c1ccccc1)c1ccccc1
  -2.2	-4.2	-2.0	-2.6	-4.2	-1.1	-2.5	97.0	1.6	1.6
> O=C(NCC1CCCN1S(=O)(=O)c1cccs1)C(=O)Nc1ccc(F)cc1F (stereo unspecified)
  -6.0	-13.4	-4.7	2.9	7.1	-0.7	8.8	94.0	6.6	2.1
> C=CCN(CC=C)S(=O)(=O)c1ccc2nc(NC(=O)C(C)C)sc2c1
  -14.3	-1.5	0.0	-6.2	5.7	8.3	-16.3	97.0	-14.4	-7.1
> Cc1ccc(CN2CCN(/N=C/c3ccccc3)CC2)cc1
  -5.0	8.9	1.5	-1.6	-2.6	-0.8	2.5	98.0	0.5	-4.6
> Cc1nc2ccccc2c(=O)n1NC(=O)c1ccco1
  -2.3	-0.9	-0.6	-1.0	-1.1	0.4	0.4	87.0	-2.0	-29.7

# Copied from the list:
# `COc1ccc(C(=O)C2CCCN(Cc3ccc4nonc4c3)C2)cc1F` (stereo unspecified) in N-glyco inh is entered as 0.3
# `CCCC(C(=O)NC(C)(C)C)N(Cc1ccccc1)C(=O)c1snc(C(N)=O)c1N` (stereo unspecified) in MC4R antag cAMP is entered as 1.7

# Following part.
# Every second line gives: Cardio protect	CaV13 FRET inh	MC4R ag barr	HTR2A ag	Granule exo inh	N-glyco inh	ABHD5 PLIN5 PPI	ABCB6 inh MLPCN	MC4R antag cAMP	PDI inh
> CCCCNc1c(-c2ccc(OC)c(Sc3ccc(OC)cc3)c2)nc2cnccn12
  4.1	-13.9	2.4	6.9	9.6	-1.0	6.8	99.0	18.0	0.1
> CN(c1nc2ccccc2[nH]c1=O)C1CCCCC1
  -9.0	-0.9	0.1	7.3	-4.7	-3.3	5.5	116.0	-2.7	0.0
> CC1(C)Cc2nc3[nH]c(=S)[nH]c(=O)c3cc2CO1
  -1.0	-17.1	1.2	1.1	-6.5	2.5	2.4	100.0	5.5	1.1
> COc1ccc(NC(=O)Cc2ccc(Cl)cc2Cl)cn1
  -3.1	-6.7	-0.1	2.6	3.6	-2.1	4.6	96.0	7.7	-1.4
> Cc1cc(C(=O)NC2CCCc3c2cnn3-c2ccc(C)c(C)c2)nc(C)n1 (stereo unspecified)
  -5.5	-5.6	-3.7	0.2	4.1	-1.1	-0.6	99.0	15.1	-5.6
> Cc1ccc(C(=O)/C=C/c2ccc3c(c2)OCO3)o1
  -2.3	-6.9	-1.1	2.1	-2.5	0.3	20.9	93.0	-2.6	11.0
> COc1cccc(N(CC(=O)NCCSc2ccccc2)S(C)(=O)=O)c1
  -2.2	-2.5	0.6	0.2	5.6	-0.1	0.0	100.0	10.6	-0.1
> O=C(Nc1ccc2c(c1)CCC2)c1ccccc1F
  -20.4	-2.2	3.6	2.9	-2.9	-13.6	0.7	95.0	-4.3	-3.7
> COC(=O)C1=C(C)NC(=S)N(C(C)=O)C1c1ccc(OC)c(OC)c1 (stereo unspecified)
  0.2	-6.7	-1.8	-8.6	4.0	8.7	-10.8	101.0	-1.2	5.6
